Bioassay records: PubChem, National Center for Advancing Translational Sciences (NCATS)
HTT ATP protect: protects HTT-Q103 PC12 cells, measured by ATP. 230,000 tested, 0.14% active. Potency, µM (series often up to 56.4 µM), for inactives: cytoprotection (ATP increase), usual class: activators. PC12 HTT-Q103 induced, cytoprotection, ATP luminescence, 40 h; active means well fitted activation curve with a large enough effect;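 further: % of control where 0% means no effect; nearly all actives have a fitted effect of over 45% in size; toxic huntingtin expression switched on by the ecdysone agonist tebufenozide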
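Cells were plated at 1500 per well in phenol red-free DMEM with 5% equine and 5% calf serum. Tebufenozide (100 nM final) and compounds were added, then ATPlite reagent, and luminescence was read.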
Starred values were filed as active, the others as inactive; [ ] = dose if it differs, or a comment. Potency means the concentration at half of the fitted maximal effect.

SMILES	HTT ATP protect
Cc1cc(C)c2c(n1)sc1c(N3CCOCC3)ncnc12	0.3%[0.074 µM]
Cn1c(N2CCC(C(N)=O)CC2)nc2c1c(=O)n(Cc1ccc(Br)cc1)c(=O)n2C	-19.2%[0.074 µM]
Cc1ccc(S(=O)(=O)NC(=O)NC2CCCC2)cc1	14.1%
Cc1ccccn1	-2.3%
COc1cccc(N2CCN(Cc3coc4c(Cl)cc(Cl)cc4c3=O)CC2)c1	12.3%
COC(=O)c1cc(OC)c(OC)cc1NC(=O)c1ccc(Br)o1	1.4%
COc1cccc2[nH]c(-c3ccccn3)nc12	-53.0%[inhibitor][10 µM]
O=NN(Cc1ccc(Cl)cc1)[C@@H](C(=O)O)c1ccccc1	-11.4%[10 µM]
O=C(O)[C@@H]1[C@@H](C(=O)Nc2ccccc2)[C@@H]2C=C[C@@H]1O2	5.4%[10 µM]
CCn1cc(C(=O)O)c(=O)c2ccc(Cc3ccccc3)nc21	1.3%[1.9 µM]
C[C@@](N)(/C=C\c1ccccc1)C(=O)O	-12.9%[10 µM]
c1cncc(CNCc2cccnc2)c1	21.4%[10 µM]
CN1CCC(n2[nH]c(-c3ccccc3)c(Cc3ccccc3)c2=O)CC1	2.5%[10 µM]
CO[C@@H]1/C=C\O[C@@]2(C)Oc3c(C)c(O)c4c(c3C2=O)C(=N[C@H]2CC[C@H](O)O[C@@H]2C)C=C(NC(=O)/C(C)=C\C(=O)[C@@H]2C[C@@H]2[C@@H](O)[C@H](C)[C@@H](O)[C@H](C)[C@H](OC(C)=O)[C@@H]1C)C4=O	-8.9%[10 µM]
CCc1ccc2nc(NC3=NCN(CCOC)CN3)nc(C)c2c1	-8.6%
CN(C)Cc1ccc(-c2cc3onc(-c4ccccc4)c3c(=O)n2C)cc1	-4.0%[10 µM]
COc1ccc(N2CCN(Cc3nc4c(c(=O)n(C)c(=O)n4C)n3Cc3ccccc3C)CC2)cc1	13.9%
Cc1ccc(S(=O)(=O)N[C@H](CN)C(=O)O)cc1	4.1%[10 µM]
O=C(CN1CCOc2ccccc21)NC1CCCCCCC1	7.0%
CC(=O)n1c(COS(C)(=O)=O)nc2ccccc21	12.5%[10 µM]
NCCNS(=O)(=O)c1ccc(N)cc1	6.4%[10 µM]
O=C(O)CSc1ccc([N+](=O)[O-])cc1[N+](=O)[O-]	2.9%[10 µM]
CCOC(=O)c1c(O)[nH]c(=O)c(CC)c1C	-15.3%[10 µM]
C[C@@H](CCC[C@@H]1SC[C@H]2NC(=O)N[C@H]12)C(=O)O	-9.6%[10 µM]
O=C(O)C1=C(CSc2nnnn2CS(=O)(=O)O)CS[C@@H]2[C@H](NC(=O)[C@H](O)c3ccccc3)C(=O)N12	2.0%
CCCn1c(C)nc2c(c1=O)c1nc3ccccc3nc1n2CCc1ccccc1	-9.3%[0.074 µM]
CN1CCc2c(sc3c2C(=O)NC(/C=C/c2ccco2)N3)C1 (stereo not drawn)	-6.4%[0.074 µM]
COc1ccccc1S(=O)(=O)Cc1ccc(C(=O)NCCN(C)C)o1	12.9%
O=C(O)c1ccccc1NCn1c(=S)sc2ccccc21	2.1%[10 µM]
COc1ccc(-c2coc3cc(O[C@@H]4O[C@@H](CO)[C@@H](O)[C@@H](O)[C@H]4O)cc(O)c3c2=O)cc1	-22.9%
O=[N+]([O-])c1ccc(S(=O)(=O)Cc2ccccc2)c([N+](=O)[O-])c1	-103.9%[inhibitor][10 µM]
O=c1c2c3nc4ccccc4nc3n(CCN3CCOCC3)c2ncn1CCN1CCOCC1	14.2%[10 µM]
COC(=O)[C@@H]1[C@@H]2C[C@H]3c4[nH]c5ccccc5c4CCN3C[C@@H]2CC[C@@H]1OS(=O)(=O)O	-5.2%[10 µM]
CNS(=O)(=O)c1ccccc1C(=N)c1ccccc1	4.3%[10 µM]
CCN(CC)CC[n+]1ccc2c(C)c3[nH]c4ccccc4c3c(C)c2c1	-36.0%[inhibitor][10 µM]
COc1ccc(C(=O)[C@H]2[C@H]3[C@@H](C(=O)[C@@H]4OC[C@H]3O4)[C@H]3C=Cc4ccccc4N32)c(OC)c1	-2.8%
O=S1(=O)CCN(c2ccccc2CC(c2c[nH]c3ccccc23)c2c[nH]c3ccccc23)CC1	9.5%[10 µM]
CCOC(=O)c1c(NC(=O)c2cc(C3CC3)on2)sc(C(C)=O)c1C	-7.6%
Nc1nc2c(ncn2[C@@H]2C=C[C@@H](CO)C2)c(=O)[nH]1	-23.0%[10 µM]
COc1ccccc1-c1cc(C(=O)N2CCc3ccccc3C2)no1	-1.5%
C[C@H](Br)C(=O)Nc1ccc(C(=O)O)c(O)c1	-11.5%[10 µM]
CCn1c(-c2cc(Br)ccc2O)n[nH]c1=S	-0.7%
C[Si](C)(c1ccc(C(=O)O)cc1)c1ccc(C(=O)O)cc1	10.3%[10 µM]
CN(C)Cc1cc(C(C)(C)C)cc(CNC2CCCCC2)c1O	-3.1%[10 µM]
O=C(O)/C(=C\c1ccncc1)c1cccc2ccccc12	0.2%[10 µM]
Cc1ccc(-c2cc3nc4c(c(=O)n3[nH]2)CCCC4)cc1	-42.9%[inhibitor]
CCN(C)C(=O)Oc1cccc([C@H](C)N(C)C)c1	16.7%
Cc1ccc(S(=O)(=O)NC(=O)OC23COCN2COC3)cc1	18.3%[10 µM]
CCC(=O)O[C@@H](OP(=O)(CCCCc1ccccc1)CC(=O)N1C[C@H](C2CCCCC2)C[C@H]1C(=O)O)C(C)C (stereo partly drawn)	14.1%
N=C(N)C(N=Nc1ccccc1)C(=N)N (stereo not drawn)	-3.9%[10 µM]

Reformatted as labelled records: 4 of the compounds above
mol: c1cncc(CNCc2cccnc2)c1
  HTT ATP protect: 21.4%[10 µM]
mol: CN1CCC(n2[nH]c(-c3ccccc3)c(Cc3ccccc3)c2=O)CC1
  HTT ATP protect: 2.5%[10 µM]
mol: CO[C@@H]1/C=C\O[C@@]2(C)Oc3c(C)c(O)c4c(c3C2=O)C(=N[C@H]2CC[C@H](O)O[C@@H]2C)C=C(NC(=O)/C(C)=C\C(=O)[C@@H]2C[C@@H]2[C@@H](O)[C@H](C)[C@@H](O)[C@H](C)[C@H](OC(C)=O)[C@@H]1C)C4=O
  HTT ATP protect: -8.9%[10 µM]
mol: CCc1ccc2nc(NC3=NCN(CCOC)CN3)nc(C)c2c1
  HTT ATP protect: -8.6%

Remaining list, next part:
SMILES	HTT ATP protect
Nc1nc(N)c2[nH]c(CNc3ccc(C(=O)O)cc3)nc2n1	-3.7%[10 µM]
N[C@@H](Cc1cccc([N+](=O)[O-])c1)C(=O)O	-4.4%[10 µM]
C=C(CC[C@@H](C)[C@H]1CCC2[C@]1(C)CC[C@]13C[C@@]14CCC(OC(=O)/C=C/c1ccc(O)c(OC)c1)C(C)(C)[C@@H]4CC[C@@]23C)C(C)C (stereo partly drawn)	-8.0%
O=C(O)C[C@H](S)C(=O)O	3.1%[10 µM]
O=C(OC1C[C@H]2CC[C@@H](C1)[N+]21CCCC1)C(O)(c1ccccc1)c1ccccc1 (stereo partly drawn)	4.4%
COc1cc(/C=C/C(=O)N2CCN(CC(=O)N3CCCC3)CC2)cc(OC)c1OC	4.5%
COCCN1C(=O)c2oc3cc(C)c(C)cc3c(=O)c2C1c1ccc(O)cc1 (stereo not drawn)	-6.5%[0.074 µM]
COc1ccc2c3c(cccc13)NN=C2C	-73.9%[inhibitor][10 µM]
CCOc1ccc2c(ccc(/C=C\c3cc(C)c4cccnc4c3O)[n+]2C)c1	-27.2%[10 µM]
CCOC(=O)N1CCN(C(=O)C2CCC(C(=O)N3CCN(C(=O)OCC)CC3)CC2)CC1 (stereo not drawn)	-3.0%[0.074 µM]
O=C(O)c1cc(-c2ccc3cc4c(cc3c2)OCO4)nc2ccccc12	-92.4%[inhibitor][10 µM]
CC1C(=O)CC2C3(C)CCC2(C(C)C(=O)O)C(=O)C13 (stereo not drawn)	-12.2%
CCCCCCCCCCCCCCCCC(C(=O)O)C(O)(CC(=O)O)C(=O)O (stereo not drawn)	-29.8%
Cc1ccc(S(=O)(=O)Nc2ccccc2C=O)cc1	-6.9%[10 µM]
COc1cc(CN2CCCCC2)cc2cc(C(=O)O)c(=O)oc12	4.0%[10 µM]
CN(Cc1ccccc1)Cc1nc2c(c(=O)n(C)c(=O)n2C)n1CCc1ccccc1	-7.2%[0.074 µM]
O=C(NCc1ccccn1)C1CC(=O)N(C2CCCC2)C1 (stereo not drawn)	-3.3%
Cn1c(=O)c2[nH]c(CCNC(=O)c3ccccc3)nc2n(C)c1=O	-6.7%[10 µM]
N#CC1=C(N)OC2=C(C(=O)CCC2)C1Cc1ccccc1 (stereo not drawn)	-9.1%[0.074 µM]
CN(C)Cc1cc(C(=O)O)cc(CN(C)C)c1O	0.3%[10 µM]
COc1ccc(C(=O)Oc2c(CN3CCOCC3)cc(Cl)c3cccnc23)cc1OC	-27.7%
Cc1c(-c2nc(N)nc(C3CC3)c2C)nc(N)nc1C1CC1	5.9%[10 µM]
N=C(N)n1cccn1	15.3%
CSc1nc(N)c2ncn([C@@H]3O[C@@H](COP(=O)(O)OP(=O)(O)OP(=O)(O)O)[C@@H](O)[C@H]3O)c2n1	-2.2%[1.9 µM]
CCOc1ccc(C(c2nnnn2Cc2ccccc2)N2CCN(C(=O)c3ccco3)CC2)cc1 (stereo not drawn)	-0.8%[10 µM]
CC1(C)CC(=O)C(C=Nc2ccncc2)=C(O)C1	-5.4%
Nc1c(S(=O)(=O)O)cc(S(=O)(=O)O)c2ccc(N=Nc3ccccc3)c(O)c12	-24.7%[10 µM]
CC(C)(C)NC(=O)C(c1ccco1)N(C(=O)Cn1nnc(-c2ccc(F)cc2)n1)c1ccccc1 (stereo not drawn)	-4.0%[10 µM]
COC(=O)c1sc(NC(=O)c2cnccn2)c(C(=O)OC)c1C	1.2%[0.074 µM]
Cc1cccc(C(=O)O)c1C[C@H]1NCC[C@H]2c3ccccc3N[C@@H]12	6.7%[10 µM]
Oc1ccc(Cc2nccc3cc(O)c(O)cc23)cc1O	5.6%[10 µM]
CCC(C(=O)NC(N)=O)c1ccccc1 (stereo not drawn)	5.0%
CCOC(=O)c1c(C)c(C)n2c1NC(=O)C2	-4.6%[10 µM]
CCOC(=O)C1C(=O)CC(C)(O)C(C(=O)OCC)C1c1ccc2c(c1)OCO2 (stereo not drawn)	3.6%
O=C(c1cc2nc(-c3ccccc3)cc(C(F)(F)F)n2n1)N1CCCC1	-35.0%[inhibitor][10 µM]
O=C(SCc1cccc2ccccc12)c1ccc(Cl)cc1	4.0%[10 µM]
Cc1ccc2c(c1)cc(CN(Cc1ccccc1)C(=O)N(C)C)c1nnnn12	-6.9%[10 µM]
CCOC(=O)c1c[nH]c2cc(OCC(C)C)c(OCC(C)C)cc2c1=O	-48.7%
c1ccc(CCc2cccnc2)nc1	-8.2%[10 µM]
CC(c1cccnc1)N(CCN(C)C)C(=O)Nc1ccc(Cl)c(Cl)c1 (stereo not drawn)	2.5%
Cn1cnc([N+](=O)[O-])c1SCC(=O)O	-20.2%[10 µM]
O[C@H](COc1ccccc1)CN1CCCCC1	-8.9%[10 µM]
CC(C)C(NC(=O)C(CC(=O)O)NC(=O)C(CCCCN)NC(=O)C(N)CCCN=C(N)N)C(=O)NC(Cc1ccc(O)cc1)C(=O)O (stereo not drawn)	-10.9%
C[C@H](N)C(=O)N[C@@H](C)P(=O)(O)O	-6.7%
N[C@@H](CSCc1ccc(I)cc1)C(=O)O	11.7%[10 µM]
N#[N+]c1ccc(Nc2ccccc2)cc1	10.5%[10 µM]
CN(C)CCCn1c2c3ccccc3ccc2c2oc(=O)c3ccccc3c21	-39.5%[inhibitor][10 µM]
O=C(O)c1ccccc1-c1ccccc1C(=O)Nc1ccc2c(c1)Cc1cc(F)ccc1-2	-2.1%[10 µM]
O=C1CC(N2CCC(c3nc4ccccc4o3)CC2)C(=O)N1c1ccc(Cl)cc1 (stereo not drawn)	-0.8%[0.074 µM]
C#CCN1C(C)=C(C(=O)OC)[C@@H](c2cccc([N+](=O)[O-])c2)C(C(=O)OCC)=C1C	-8.5%[1.9 µM]

Pulled one by one from the list above, 3 records:
SMILES	HTT ATP protect
CCOC(=O)C1C(=O)CC(C)(O)C(C(=O)OCC)C1c1ccc2c(c1)OCO2 (stereo not drawn)	3.6%
CC(C)(C)NC(=O)C(c1ccco1)N(C(=O)Cn1nnc(-c2ccc(F)cc2)n1)c1ccccc1 (stereo not drawn)	-4.0%[10 µM]
CC1(C)CC(=O)C(C=Nc2ccncc2)=C(O)C1	-5.4%

(cont.)
SMILES	HTT ATP protect
Cc1cc2nc(NC3=NCN(CCCN4CCOCC4)CN3)nc(C)c2cc1C	-15.4%
C[C@H](CCC(=O)O)[C@H]1CC[C@]2(C)[C@@H]3C(=O)C[C@H]4C(C)(C)[C@@H](O)CC[C@]4(C)[C@H]3C(=O)C[C@@]12C	-11.5%[10 µM]
Cc1cc2sc(C)[n+](CCCOS(=O)(=O)O)c2cc1C	15.2%[10 µM]
Cn1c(=O)n(CCc2ccccc2)c(=O)c2c1nc1n2CCN1c1ccccc1	-9.8%[0.074 µM]
CCOC(=O)c1cc(-c2ccc(F)cc2)n(CC(=O)Nc2nccs2)c1C	-9.3%
Cc1cc(Cl)ccc1OCC(=O)Nc1nc(N)nc(N)n1	-14.5%[10 µM]
CC(=O)[C@]1(O)CC[C@@H]2[C@H]3C[C@@H](C)C4=CC(=O)CC[C@@]4(C)[C@H]3[C@@H](O)C[C@]21C	0.9%[10 µM]
ON(CCc1ccccn1)Cc1ccccc1	-12.4%[10 µM]
Nc1ncnc2c1ncn2C[C@@H](O)C(=O)O	-12.6%[10 µM]

The list is partial; count on the stated rates, not on these rows.
